# Bioassay records deposited in PubChem BioAssay by Sanford-Burnham Center for Chemical Genomics.
# Apaf1 inhib: inhibitors of human Apaf-1 apoptosome. inhibition, % at 20 µM. reconstituted apoptosome caspase-3 activity, DEVD-Rh110 fluorescence. actives 0.71% (n = 330,000). O14727; active = inhibition of at least 40% at 20 µM;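 also: plate controls were DMSO wells for no effect and DEVD-CHO caspase inhibitor wells for full effect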
# Target sequence (O14727 whole entry, looked up): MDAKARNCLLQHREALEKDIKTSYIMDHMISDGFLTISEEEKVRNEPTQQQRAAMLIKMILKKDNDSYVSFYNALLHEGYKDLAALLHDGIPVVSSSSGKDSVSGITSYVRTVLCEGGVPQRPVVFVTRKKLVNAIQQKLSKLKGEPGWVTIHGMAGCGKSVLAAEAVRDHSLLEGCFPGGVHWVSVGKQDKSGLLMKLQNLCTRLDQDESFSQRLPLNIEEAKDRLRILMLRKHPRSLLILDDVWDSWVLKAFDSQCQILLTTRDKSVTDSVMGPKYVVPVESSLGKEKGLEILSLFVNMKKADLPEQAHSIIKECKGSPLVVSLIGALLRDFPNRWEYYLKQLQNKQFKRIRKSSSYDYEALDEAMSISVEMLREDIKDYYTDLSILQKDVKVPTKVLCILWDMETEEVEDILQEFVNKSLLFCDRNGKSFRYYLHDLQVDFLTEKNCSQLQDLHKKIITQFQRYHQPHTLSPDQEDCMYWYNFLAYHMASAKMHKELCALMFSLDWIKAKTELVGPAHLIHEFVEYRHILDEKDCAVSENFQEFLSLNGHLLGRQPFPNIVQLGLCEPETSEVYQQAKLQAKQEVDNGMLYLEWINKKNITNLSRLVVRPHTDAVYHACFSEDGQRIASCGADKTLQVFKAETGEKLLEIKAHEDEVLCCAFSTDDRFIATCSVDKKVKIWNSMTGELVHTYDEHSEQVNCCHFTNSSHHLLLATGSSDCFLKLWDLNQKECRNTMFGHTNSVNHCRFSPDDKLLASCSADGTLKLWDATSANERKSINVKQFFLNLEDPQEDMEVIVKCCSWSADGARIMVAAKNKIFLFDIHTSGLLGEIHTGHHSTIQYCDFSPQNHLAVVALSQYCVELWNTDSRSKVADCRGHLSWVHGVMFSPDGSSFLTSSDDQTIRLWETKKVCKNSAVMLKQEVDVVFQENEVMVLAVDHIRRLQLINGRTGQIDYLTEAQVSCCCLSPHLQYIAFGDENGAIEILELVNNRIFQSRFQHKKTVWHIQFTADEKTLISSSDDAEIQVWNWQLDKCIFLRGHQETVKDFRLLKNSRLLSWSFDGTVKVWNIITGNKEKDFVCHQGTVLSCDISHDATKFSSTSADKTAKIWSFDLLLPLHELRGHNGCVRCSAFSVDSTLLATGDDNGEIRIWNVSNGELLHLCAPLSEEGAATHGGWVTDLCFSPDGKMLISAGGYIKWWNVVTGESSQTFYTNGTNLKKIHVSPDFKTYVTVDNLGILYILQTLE
#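 Assay system: Apoptosome proteins | Medium: pH 7.5 Hepes buffer with CHAPS, BSA, DTT | Also added: Cytochrome c and DEVD-Rh110 substrate | Times: 30 min plus 50 min, RT | Detection: Rhodamine 110 fluorescence at Ex 480/Em 540 nm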
# SENP8 block: inhibitors of human SENP8 protease | inhibition, % at 10 µM | Q96LD8 | purified SENP8, Z-RLRGG-aminoluciferin cleavage, luminescence | actives 1.2% (n = 330,000)
# 697 NFkB inh: inhibitors of the PMA/ionomycin-induced NF-kB reporter in 697 B cells; 697 B-cell NF-kB luciferase reporter, 16 h; inhibition, % at 4 µM; actives 0.33% (n = 330,000); AID 435022; in the data active = inhibition above about 35%
# Jurkat NFkB inh: inhibitors of the PMA/ionomycin-induced NF-kB reporter in Jurkat cells | PMA/ionomycin-induced NF-kB luciferase reporter, luminescence | inhibition, % at 4 µM | actives 0.53% (n = 330,000) | AID 435003
# EBI2 antag: EBI2 (human) antagonism. P32249. inhibition, % at 5 µM. EBI2 beta-arrestin recruitment, luminescence, 7a,25-OHC stimulated. actives 0.81% (n = 360,000); in the data active = inhibition above about 38%;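 also: enzyme fragment complementation signal reports receptor beta-arrestin coupling in cells; 0% = agonist plus DMSO wells and 100% = wells without agonist; some results beyond the cut were filed as inactive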
# Gli-Sufu block: blocks Gli-Sufu signaling in a luciferase reporter; actives 0.74% (n = 340,000); inhibition, % at 5 µM; AID 588413; Sufu-KO-LIGHT fibroblasts, Gli luciferase reporter luminescence;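 active = inhibition above about 55%, limit read from the data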;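 also: 0% = DMSO-treated cells and 100% = wells with medium but no cells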
# CCR6 antagonist: antagonists of human CCR6 receptor. P51684. CHO-K1 CCR6 PathHunter beta-arrestin, luminescence, CCL20-stimulated. inhibition, % at 20 µM. actives 0.49% (n = 340,000);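 active = compounds whose inhibition of the agonist-driven luminescence signal at 20 µM reaches about 50%, limit read from the data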;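 also: cells stimulated with CCL20 at 14 nM final; plate controls were DMSO with CCL20 for no effect and DMSO without agonist for full effect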
# UBC13 inh: inhibitors of human UBC13 polyubiquitin chain formation. P61088. inhibition, % at 20 µM. TR-FRET. actives 0.47% (n = 330,000); in the data active = inhibition above about 45%, passing the limit was not always enough
# * = called active by the depositor; · = not tested or not shown. Rule as the data show it, unless noted: active = inhibition above about 50%; inactive = the rest.
# Each structure is followed by: Apaf1 inhib	SENP8 block	697 NFkB inh	Jurkat NFkB inh	EBI2 antag	Gli-Sufu block	CCR6 antagonist	UBC13 inh
- CCN(c1cccc(C)c1)S(=O)(=O)c1cnc[nH]1
→ -1	6	14	3	1	-1	6	3
- COc1cccc(-c2nn(C)c3sc(C(=O)NCc4ccc(C)o4)cc23)c1
→ 21	3	-5	-20	27	11	14	35
- C/C(COc1ccccc1)=N\NC(=O)c1nnn(-c2nonc2N)c1CSc1ccccc1
→ 18	7	-3	2	-4	7	9	0
- O=C(c1cc(-c2ccco2)on1)N1CCN(c2ccccc2)CC1
→ 10	-1	5	-3	0	-3	3	-1
- COc1ccc(S(=O)(=O)N2CCOCC2)cc1C(=O)N1CCCC1
→ 3	-5	1	-3	-3	61*	-3	-1
- CSc1nnc(C(C)(C)C)c(=O)n1/N=C/c1ccc(C(C)C)cc1
→ 13	-12	2	-7	-31	-3	2	-6
- O=C(/C=C/c1ccc2c(c1)OCCO2)c1ccc(O)cc1
→ -14	77*	-9	-28	7	-18	19	-4
- COc1ccc(NS(=O)(=O)c2cc(NC(=O)c3ccc(F)cc3)ccc2OC)cc1
→ -7	0	0	-7	-11	4	-4	7
- O=C(CSc1nc2ccccc2s1)N1CCN(C(=O)c2ccco2)CC1
→ -3	1	5	-2	10	3	-18	0
- CCOC(=O)CC1COCCN1C(=O)c1cc(COc2ccc(F)c(F)c2)on1 (stereo not drawn)
→ 7	1	-26	-19	-1	7	18	3
- COc1ccc(CCNC(=O)c2nnn(CC(=O)Nc3cccc(F)c3)c2N)cc1OC
→ 1	2	21	4	-4	-4	13	8
- CCC(=O)Nc1c(C(=O)Nc2cccc(OC)c2)oc2ccccc12
→ 5	2	-13	-30	-13	-27	14	8
- O=C(Nc1cccc(F)c1)NC1(C(=O)NCC2CCCO2)CCCCC1 (stereo not drawn)
→ -2	0	9	8	0	23	-12	12
- O=c1c2ccccc2nc2n1C(CSCc1ccccc1)CS2 (stereo not drawn)
→ 4	-7	-40	12	1	42	-8	4
- CCN(CC)S(=O)(=O)c1cc(C(=O)OCC(=O)Nc2cccc(C)c2C)ccc1F
→ 11	-7	-4	-3	1	0	27	-2
- Cc1ccc(S(=O)(=O)CNC(=S)c2cccc(Cl)c2)cc1
→ 11	-1	2	-2	5	3	-4	1
- N=C(N)c1ccc(/C=C/c2ccc(C(=N)N)cc2O)cc1
→ -31	-4	5	-19	-1	-6	16	84*
- O=C(CSc1nnc(Cc2ccsc2)o1)c1ccccc1
→ -1	-2	-4	-19	-4	-5	1	-5
- CC1CCN(S(=O)(=O)c2ccc(S(=O)(=O)NCC(=O)C(C)(C)C)cc2)CC1
→ -27	-2	-3	6	-11	4	-4	-11
- CC(C)c1ccc(Nc2nc(NCc3ccco3)nc(N3CCOCC3)n2)cc1
→ 16	-3	-32	-18	28	11	-3	8
- Cc1ccc(S(=O)(=O)c2nc(S(C)(=O)=O)sc2N2CCC(C(N)=O)CC2)cc1
→ -5	2	-3	17	3	1	10	-4
- Nc1nnnn1/N=C/c1cc(Br)ccc1O
→ -13	2	8	2	-7	1	15	-20
- O=C(CSc1nnc(-c2ccncc2)n1-c1ccc(F)cc1)NNC(=O)c1cccc(O)c1
→ -10	-13	-4	-26	-2	-15	-11	-11
- C=Cc1ccc(Cn2nc(-c3ccc(C)cc3)ccc2=O)cc1
→ 21	0	4	1	-16	8	10	-3
- CCn1c(SCC(=O)N2CCc3ccccc32)nc2c(c1=O)SC(C)C2 (stereo not drawn)
→ 16	3	-2	5	-1	-3	2	2
- OC(COCC(F)(F)C(F)(F)C(F)(F)C(F)F)Cn1c2ccccc2c2ccccc21 (stereo not drawn)
→ 10	1	-3	-10	-7	5	-2	22
- O=C(NNc1ccccc1C(F)(F)F)c1sccc1Br
→ 11	-3	8	10	-7	-1	1	-2
- COc1ccc(CCNC(=O)CSc2ccc3ccccc3c2)cc1OC
→ 0	1	-18	17	30	-11	7	-6
- O=C(COC(=O)c1ccc(F)cc1F)Nc1cccnc1Cl
→ -9	10	-9	3	-1	1	-8	8
- CC1CC(C)(C)CC2(C1)NC(=O)N(CC(=O)NCC(c1ccco1)N1CCCCC1)C2=O (stereo not drawn)
→ 13	-2	2	4	0	-1	2	4

# Ordered by SMILES length (smallest number first): some entries from above.
# Each structure is followed by: Apaf1 inhib	SENP8 block	697 NFkB inh	Jurkat NFkB inh	EBI2 antag	Gli-Sufu block	CCR6 antagonist	UBC13 inh
- O=C(c1cc(-c2ccco2)on1)N1CCN(c2ccccc2)CC1
→ 10	-1	5	-3	0	-3	3	-1
- CCC(=O)Nc1c(C(=O)Nc2cccc(OC)c2)oc2ccccc12
→ 5	2	-13	-30	-13	-27	14	8
- CCOC(=O)CC1COCCN1C(=O)c1cc(COc2ccc(F)c(F)c2)on1 (stereo not drawn)
→ 7	1	-26	-19	-1	7	18	3
- COc1ccc(CCNC(=O)c2nnn(CC(=O)Nc3cccc(F)c3)c2N)cc1OC
→ 1	2	21	4	-4	-4	13	8
- Cc1ccc(S(=O)(=O)c2nc(S(C)(=O)=O)sc2N2CCC(C(N)=O)CC2)cc1
→ -5	2	-3	17	3	1	10	-4

# Going on with the list:
# Each structure is followed by: Apaf1 inhib	SENP8 block	697 NFkB inh	Jurkat NFkB inh	EBI2 antag	Gli-Sufu block	CCR6 antagonist	UBC13 inh
- OCCNc1nc(-c2cccnc2)nc2ccccc12
→ -21	-3	20	-2	2	0	-15	4
- CCOc1c(Nc2ccccc2O)c(=O)c1=O
→ -17	1	-53	-20	10	4	5	-5
- Cc1ccc2c(c1)C=CC(C)(C)S2=O (stereo not drawn)
→ -20	-6	-56	19	-12	2	0	-17
- CSc1ccccc1OCc1cc(C(=O)NC2CCOC(C)(C)C2)no1 (stereo not drawn)
→ 7	13	16	-7	-8	2	15	-2
- CCOCCCNC(=O)c1cc2cc3cc(OC)ccc3nc2o1
→ 8	-9	-1	10	-14	50	4	21
- COc1ccc(NC(=S)N(CCO)Cc2cc3c(C)cc(C)cc3[nH]c2=O)cc1
→ -19	2	16	14	-10	4	16	10
- Cc1c(-c2ccc(F)cc2)nc(N)c(C#N)c1-c1ccco1
→ 5	0	-18	2	-8	19	11	4
- CCC(C)NC(=O)C1CCCN(S(=O)(=O)c2ccc3c(c2)CC(C)N3C(=O)C2CC2)C1 (stereo not drawn)
→ 1	4	8	1	-4	3	8	6
- Cc1cc(C(=O)NC(C)Cc2ccccc2)cc(C)c1[N+](=O)[O-] (stereo not drawn)
→ 2	-5	4	-23	12	11	21	4
- COc1ccc(-c2ccc(OC)c([C@H]3[C@H]4C=CC[C@@H](C)[C@@H]4C(=O)N3Cc3ccccc3)c2)cc1C
→ 22	-5	42*	18	29	13	22	-22
- Cc1[nH]c2ccccc2c1C(C[N+](=O)[O-])c1cccs1 (stereo not drawn)
→ 14	7	-5	-21	-1	4	7	-1
- CC(C)(C)OC(=O)C[C@@H]1C/C=C\C[C@@H](CC(=O)NCCO)C(=O)N2CCC[C@H]2COC1=O
→ 1	4	16	4	-30	-17	7	11
- Cc1noc(C)c1C(=O)Nc1ccccc1C(=O)NCCc1ccccc1
→ 10	-1	1	15	4	-6	23	9
- C=C(Cl)COc1ccc2c(CCC)cc(=O)oc2c1
→ 16	-9	-3	-16	6	-10	25	4
- COc1ccc(NC(=O)c2cccnc2Nc2ccc(OC)cc2)cc1
→ -2	-7	0	-6	-17	-2	4	4
- Cn1c(=O)cc(OCCCC(=O)N2CCN(Cc3ccc4c(c3)OCO4)CC2)c2ccccc21
→ 4	-9	12	-1	-2	28	6	-1
- NC(=O)c1cc(NC(=O)c2cc(Br)c(Br)s2)cc(C(N)=O)c1
→ 15	-4	9	6	28	2	9	6
- CC(OC(=O)c1cccnc1Cl)C(=O)NCc1ccccc1 (stereo not drawn)
→ -11	1	12	15	-1	6	6	16
- COc1ccc(S(=O)(=O)CCC(=O)Nc2ccc(OC)cc2OC)cc1
→ -24	1	13	6	8	6	-4	6
- CC1CCCN(C(=O)CN2C(=O)C(C)Oc3ccccc32)C1 (stereo not drawn)
→ 3	0	-2	-3	-14	22	11	-2
- CC(N=C1NS(=O)(=O)c2ccccc21)C(=O)NCc1ccc2c(c1)OCO2 (stereo not drawn)
→ -5	4	8	-6	-1	-9	-4	-1
- NC(=O)Cc1nc(-c2ccccc2)cs1
→ -1	-1	0	1	6	-6	6	2
- Cc1cc(C#N)c(C)n1-c1cc(S(=O)(=O)N2CCOCC2)ccc1N1CCCC1
→ 29	5	-8	6	-18	5	14	7
- COc1ccc(OC)c(-c2cc(C(=O)NCc3ccco3)no2)c1
→ -3	4	-4	-18	0	-3	0	6
- CC(C)C1Nc2ccc(C(=O)NCCCN3CCOCC3)cc2NC1=O (stereo not drawn)
→ -9	1	11	7	-10	18	7	-1
- O=C(Cn1c(=O)oc2cc(S(=O)(=O)NCc3ccccc3)ccc21)NCc1ccco1
→ 1	11	18	-3	-2	1	-7	3
- CC(=O)c1cccc(NC(=O)C2CCCC2)c1
→ -1	-2	-5	-13	3	12	6	5
- Cc1ccc(NC(=O)C2CC(=O)OC23CCOC(C)(C)C3)cc1 (stereo not drawn)
→ -10	10	26	6	4	4	7	7
- CN1CCN(NC(=S)Nc2ccccc2)CC1
→ 5	-6	3	2	7	2	6	-8
- COCCN(C(=O)COC(=O)C1COc2ccccc2O1)c1c(N)n(Cc2ccccc2)c(=O)[nH]c1=O (stereo not drawn)
→ -4	-1	16	0	1	1	4	0
- CCOc1ccc(-c2nn(-c3ccccc3)cc2/C=C2\SC(=S)N(C3CCS(=O)(=O)C3)C2=O)cc1 (stereo not drawn)
→ 1	-4	4	-19	32	3	-5	-12
- Cc1cccc(Nc2cc(=O)n(C)c(=O)[nH]2)c1
→ -10	-4	-8	-13	-9	3	4	-7
- Nc1nc2ccc(N3CCOCC3)cc2s1
→ -7	-8	-52	-42	-5	-39	-9	2
- COC(=O)Cn1nc(-c2ccccc2)c2ccccc2c1=O
→ -1	1	-9	-6	4	4	9	1
- Cc1csc(SCC(=O)Nc2ccccc2C)n1
→ -13	-8	21	12	9	-9	8	6
- Cc1ccc2oc(C(=O)N3CCN(C)C[C@@H]3C(C)C)c(C)c2c1
→ -8	-4	-14	-10	12	7	3	9
- CCOc1ccccc1Nc1cc(C)nc2nc(C)nn12
→ -2	-7	-4	-12	-14	-4	11	-2
- CNC(=O)CSc1ncnc2c1cnn2-c1ccccc1
→ 7	15	-10	-12	6	0	-2	-4
- Fc1ccc(Nc2nc(N3CCOCC3)nc(N3CCOCC3)n2)cc1Cl
→ 12	-3	-18	-23	14	19	2	9
- COCc1[nH][nH]c(=O)c1C=Nc1ccc(OC(F)(F)F)cc1
→ -10	-11	-6	6	0	1	2	-13
- O=C(CSc1nnc(Cc2cccs2)n1Cc1ccco1)Nc1ccc(Cl)cc1Cl
→ 16	-3	7	2	17	1	17	0
- Cc1oc(/C=N/NC(=O)CN(c2ccccc2Cl)S(C)(=O)=O)cc1Br
→ 6	-4	15	-2	3	·	-3	9
- Cc1ccc(C(O)c2ccncc2)cc1 (stereo not drawn)
→ -13	-4	16	5	-3	11	-3	1
- O=C(NCc1cccc(Cl)c1)C1CCCN(c2ncnc3c2nc2n3CCCCC2)C1 (stereo not drawn)
→ 5	-8	-24	16	-4	-5	17	4
- CCc1ccc(N2CC(C(=O)Nc3cccnc3)CC2=O)cc1 (stereo not drawn)
→ 12	-1	4	-27	8	-1	-13	0
- O=CN1CCN(C(=S)NC(=O)c2ccc(Cl)cc2)CC1
→ 0	-1	-62	-5	-16	4	16	-3
- CC(C(=O)Nc1ncn[nH]1)N1C(=O)c2ccccc2C1=O (stereo not drawn)
→ 0	-7	-43	-14	-10	6	-16	-4
- O=C1C(Cl)=C(NCCc2ccccc2)C(=O)N1CCc1ccccc1
→ -20	0	-25	-14	15	-39	23	-4
- CCCN1CCC(=O)N([C@H](COc2ccccc2)CC(C)C)CC1
→ 4	-7	-12	5	2	8	0	-1
- C=CCn1c(SC/C=C/c2ccccc2)nnc1-c1sc(N)nc1C
→ 13	-7	-28	-12	8	-14	13	-3
- CC(=O)N(/N=C/c1ccc(C)cc1)c1nc(CCl)cs1
→ 2	-2	-2	-10	-5	-24	-18	1

# A portion of the library; rates above refer to the full screens.
